SUMO1 PPI mod = alters human SUMO1 binding to SIM partners; P63165; SUMO1 binding to a labelled peptide, TR-FRET, 1 h; inhibition, % at 20 µM; hit rate 0.33% among 360,000; AID 602429; in the data active = inhibition above about 37%
Scp-1 inhibitor = blocks human Scp-1 phosphatase activity. Recombinant Scp1, phosphopeptide, malachite green phosphate absorbance. inhibition, % at 20 µM. hit rate 0.88% among 340,000. AID 493091;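 active = inhibition above about 50% at 20 µM, limit read from the data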;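 also: plate controls were DMSO wells with enzyme for no effect and wells lacking enzyme for full effect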
Target sequence (Q9GZU7 76-261 limits assumed): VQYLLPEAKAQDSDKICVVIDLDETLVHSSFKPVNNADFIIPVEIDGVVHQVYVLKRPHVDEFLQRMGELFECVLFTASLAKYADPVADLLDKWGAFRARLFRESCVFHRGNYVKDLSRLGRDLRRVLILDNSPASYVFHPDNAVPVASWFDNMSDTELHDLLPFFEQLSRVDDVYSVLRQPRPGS
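Material: truncated SCP-1 phosphatase (76-261aa) / Buffer or medium: 50 mM Tris acetate pH 5.5, 0.005% Tween-20, 10 mM MgCl2 / Compound dosing: one concentration, 20 µM, with 1.0% DMSO / Incubation: 45 min room-temperature reaction, 5 min colour, 30 min stabiliser / Detection: colorimetric free-phosphate detection, absorbance 630 nm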
MsrA inh = bovine MsrA inhibition. AID 651718. hit rate 0.75% among 360,000. purified bovine MsrA, absorbance read-out. inhibition, % at 15.5 µM; in the data active = inhibition above about 4.5%;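 also: 0% = vehicle wells with enzyme and 100% = reference inhibitor wells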
LMPTP block = LMPTP (human) inhibition | P24666 | AID 651560 | recombinant LMPTP-A, OMFP fluorogenic substrate, fluorescence intensity | inhibition, % at 20 µM | hit rate 0.22% among 360,000;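 active = compounds that cut the enzyme signal by at least half of the control window in the single-dose screen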;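 also: plate controls were DMSO wells with enzyme plus substrate for no effect and substrate without enzyme for full effect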
Target sequence (P24666 whole entry, looked up): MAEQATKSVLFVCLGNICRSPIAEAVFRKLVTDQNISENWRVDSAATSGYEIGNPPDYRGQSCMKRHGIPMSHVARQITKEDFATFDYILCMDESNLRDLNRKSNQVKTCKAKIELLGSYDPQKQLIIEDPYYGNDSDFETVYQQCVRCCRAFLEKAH
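material = LMPTP-A | quantity = 0.625 nM enzyme | reagent = OMFP substrate, 400 µM final | buffer or medium = Bis-Tris pH 6.0, DTT, detergent | detection = endpoint fluorescence intensity from OMFP dephosphorylation | dosing = single 20 µM dose | read-out basis = % inhibition relative to no-enzyme and uninhibited control wells | control set = no-enzyme and uninhibited controls | timing = 50 min at room temperature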
CendR NRP1 mod = NRP-1/CendR interaction modulation. O14786. FAM-RPARPAR peptide binding to NRP-1, fluorescence polarization. inhibition, % at 25 µM. hit rate 0.85% among 360,000. AID 602438;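 active = inhibition or corrected inhibition above about 18%, plus a signal ratio from 0.5 to 1.5, limit read from the data, passing the limit was not always enough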; also: strong numbers were not always called active
E coli Lon inh = E. coli protease La inhibition. P0A9M0. purified E. coli Lon protease, fluorescence polarization. inhibition, % at 7.94 µM. hit rate 0.42% among 360,000; in the data active = inhibition above about 13%, passing the limit was not always enough;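 also: 0% = enzyme with probe and DMSO and 100% = no enzyme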
MsrA act = activates bovine MsrA enzyme. purified bovine MsrA, absorbance read-out. hit rate 0.3% among 360,000. activation, % at 10.6 µM. AID 602163; in the data active = activation above about 7.5%;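 also: 0% = vehicle and 100% = reference activator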
Tb MetRS inh = blocks T. brucei methionyl-tRNA synthetase activity; inhibition, % at 11.9 µM; hit rate 0.4% among 360,000; purified T. brucei MetRS, ATP depletion, Kinase-Glo luminescence;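 active = inhibition above a per-plate cutoff of the control wells' mean inhibition plus 3 SD, cut at about 5.5% in these data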;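 also: 0% = DMSO wells median and 100% = median of wells with control inhibitor compound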
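Test system – parasite MetRS enzyme · Reagent – substrates ATP, L-methionine and bulk Escherichia coli tRNA · Doses – 11.9 µM compound single dose, 0.9% DMSO · Times – 15 min enzyme-compound preincubation, 2 h reaction, 10 min detection, 25 °C · Signal – Kinase-Glo luminescence, ATP depletion format · Controls – DMSO-only wells as low control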
STEP inh = inhibitors of human striatal-enriched phosphatase STEP; P54829; recombinant STEP, OMFP fluorogenic substrate, fluorescence; inhibition, % at 20 µM; hit rate 0.25% among 360,000;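 active = inhibition at 20 µM, scaled per plate between control wells, above about 37%, limit read from the data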;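 also: 0% = DMSO with enzyme and substrate and 100% = substrate only without enzyme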
Target sequence (P54829 whole entry, looked up): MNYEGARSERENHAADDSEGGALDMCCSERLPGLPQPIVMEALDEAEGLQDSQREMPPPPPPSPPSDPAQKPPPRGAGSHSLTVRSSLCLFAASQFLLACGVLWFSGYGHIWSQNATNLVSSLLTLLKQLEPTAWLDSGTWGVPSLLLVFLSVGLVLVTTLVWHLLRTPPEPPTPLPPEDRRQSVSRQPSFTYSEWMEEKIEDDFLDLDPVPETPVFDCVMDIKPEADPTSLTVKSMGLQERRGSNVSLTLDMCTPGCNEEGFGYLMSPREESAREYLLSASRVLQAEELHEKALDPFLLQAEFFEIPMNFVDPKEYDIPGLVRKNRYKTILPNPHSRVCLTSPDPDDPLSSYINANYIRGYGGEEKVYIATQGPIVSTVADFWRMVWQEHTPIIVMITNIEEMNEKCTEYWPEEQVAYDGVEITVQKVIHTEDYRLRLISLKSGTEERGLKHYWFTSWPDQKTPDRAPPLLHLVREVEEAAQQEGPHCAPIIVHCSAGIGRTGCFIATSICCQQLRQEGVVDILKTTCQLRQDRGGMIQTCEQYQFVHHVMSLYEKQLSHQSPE
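medium = Bis-Tris buffer pH 6.0, 2.5 mM DTT, 0.005% Tween 20 | test system = STEP (striatal-enriched tyrosine phosphatase) enzyme, cell-free | measure = normalized % inhibition | compound dosing = 20 µM, 1% DMSO | also added = 25 µM OMFP | schedule = reaction 20 min, ambient temperature | measured by = fluorescence read at 480 nm ex / 540 nm em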
DNMT1 inh = DNMT1 (human) enzyme inhibition; P26358; DNMT1 molecular beacon, Hinp1I cleavage, fluorescence; inhibition (reported as % activation of signal), % at 10 µM; hit rate 0.83% among 360,000; AID 588458; in the data active = inhibition above about 50%
Active calls of the source: *; nt = no result given.

Letters – A = SUMO1 PPI mod; B = Scp-1 inhibitor; C = MsrA inh; D = LMPTP block; E = CendR NRP1 mod; F = E coli Lon inh; G = MsrA act; H = Tb MetRS inh; I = STEP inh; J = DNMT1 inh
> Cn1ncnc1SCc1cn2cccnc2n1
  A: 1	B: 2	C: -1.1	D: 1.5	E: 0	F: 0	G: -3	H: -0.7	I: -1	J: -2

> CC(=O)c1ccc2c(ccc3ccccc32)c1
  A: -3	B: -9	C: 0.1	D: 3.4	E: -14	F: 3	G: 0	H: -0.7	I: 1	J: -5

> COc1cccc2c1cc1c(=O)n(CC(=O)N3CCCCCC3)nc(C)n12
  A: -21	B: 0	C: 1.9	D: -2.6	E: 24*	F: 3	G: -2	H: -0.2	I: -1	J: 3

> CCOc1cc(/C=N/NC(=O)C(=O)NCc2ccc3c(c2)OCO3)ccc1OCC(=O)N1CCOCC1
  A: -17	B: 25	C: 3.0	D: -0.5	E: -5	F: -4	G: -4	H: -0.2	I: 2	J: -5

> COC(=O)c1ccc(-n2nnnc2SCC(=O)Nc2cc(OC)ccc2OC)cc1
  A: -2	B: -3	C: 0.7	D: 1.2	E: 3	F: 2	G: -1	H: -0.1	I: 0	J: -2

> O=C(Cc1cccs1)Nc1ccon1
  A: 3	B: -6	C: -0.8	D: -0.7	E: -24	F: -8	G: -8	H: -0.9	I: -2	J: -7

> COC(=O)Cc1c(C(=O)OC)nnn1-c1cccc(C(F)(F)F)c1
  A: -2	B: -1	C: -0.2	D: -1.7	E: 6	F: -1	G: 2	H: -0.6	I: -2	J: 0

> COc1cccc(NC(=O)c2ccccc2C(F)(F)F)c1
  A: -6	B: -1	C: -1.0	D: 0.9	E: -4	F: -12	G: -14	H: -1.3	I: -1	J: 2

> CN=C(Nc1ccc(C(=O)OC)s1)c1ccccc1
  A: -7	B: -1	C: 2.4	D: 0.0	E: -4	F: 9	G: -4	H: -0.7	I: 1	J: -2

> CCOC(=O)C1=C(C)NC(C)=C(C(=O)OCC)C1C(=O)OCC(=O)NC(C)c1ccccc1 (stereo not drawn)
  A: 1	B: -9	C: 0.2	D: 0.2	E: 13	F: 6	G: -4	H: -0.4	I: -4	J: 2

> CCCCNC(=O)c1c(C)cc(=O)oc1C
  A: -7	B: -11	C: 1.5	D: 0.7	E: 14	F: 0	G: 0	H: -0.2	I: 1	J: 1

> CCCS(=O)(=O)NC(=O)C1(C)CCN(C(=O)c2ccc(OC(F)F)cc2)C1 (stereo not drawn)
  A: 5	B: nt	C: -0.8	D: -1.9	E: 1	F: -7	G: -3	H: -0.1	I: 2	J: -1

> c1ccc(-c2ccc(-c3ccncn3)cc2)cc1
  A: -2	B: -18	C: 0.3	D: 1.6	E: -10	F: 3	G: -1	H: 0.2	I: 0	J: 5

> COc1ccc(NC(=O)c2nn(C34CC5CC(CC(C5)C3)C4)cc2[N+](=O)[O-])cc1
  A: -5	B: -4	C: -1.1	D: -2.9	E: -9	F: 3	G: -6	H: -0.8	I: 1	J: 16

> O=C(c1cc(F)c(F)c(F)c1F)N1CCN(Cc2ccc3c(c2)OCO3)CC1
  A: -1	B: -4	C: -0.8	D: -3.2	E: 10	F: 1	G: -1	H: -0.5	I: -3	J: 0

Part of the list above, set out differently.
CN=C(Nc1ccc(C(=O)OC)s1)c1ccccc1
  SUMO1 PPI mod = -7
  Scp-1 inhibitor = -1
  MsrA inh = 2.4
  LMPTP block = 0.0
  CendR NRP1 mod = -4
  E coli Lon inh = 9
  MsrA act = -4
  Tb MetRS inh = -0.7
  STEP inh = 1
  DNMT1 inh = -2

Cn1ncnc1SCc1cn2cccnc2n1
  SUMO1 PPI mod = 1
  Scp-1 inhibitor = 2
  MsrA inh = -1.1
  LMPTP block = 1.5
  CendR NRP1 mod = 0
  E coli Lon inh = 0
  MsrA act = -3
  Tb MetRS inh = -0.7
  STEP inh = -1
  DNMT1 inh = -2

(further entries)
Letters – A = SUMO1 PPI mod; B = Scp-1 inhibitor; C = MsrA inh; D = LMPTP block; E = CendR NRP1 mod; F = E coli Lon inh; G = MsrA act; H = Tb MetRS inh; I = STEP inh; J = DNMT1 inh
> CC(C)(C)OC(=O)N[C@@H](Cc1ccccc1)c1nnc(SCC(=O)c2ccc(Cl)cc2)o1
  A: 1	B: 0	C: -0.6	D: -0.4	E: 0	F: -7	G: 0	H: -0.7	I: 0	J: 12

> O=S(=O)(c1ccc(S(=O)(=O)N2CCCN(Cc3ccccc3)C2)cc1)N1CCCCCC1
  A: 5	B: 1	C: 0.1	D: -0.2	E: 1	F: -2	G: -2	H: -0.4	I: 1	J: 7

> O=C(CNC(=O)c1cccc(OC(F)F)c1)OCC(=O)c1ccccc1
  A: 1	B: -1	C: -1.0	D: -2.3	E: -3	F: 10	G: -3	H: -0.2	I: -2	J: -2

> CCCCC(=O)NC(=S)Nc1nnn(CCC)n1
  A: 1	B: -17	C: 0.2	D: -0.9	E: 6	F: 3	G: 1	H: 0.3	I: -2	J: 2

> CC(C)(C)c1ccc(-c2noc(C(=O)NN)n2)cc1
  A: -1	B: -4	C: 0.9	D: -2.8	E: -1	F: -1	G: -4	H: -0.3	I: 0	J: -6

> CC(=O)NCCC1CCN(C(=O)C2CCC(=O)N(C3CCCC3)C2)CC1 (stereo not drawn)
  A: 1	B: -9	C: -0.1	D: -0.9	E: 7	F: -3	G: -2	H: -0.5	I: -2	J: 0

> O=[N+]([O-])c1ccc(CS(=O)(=O)c2ncn[nH]2)cc1
  A: -10	B: -10	C: -1.9	D: -0.9	E: 1	F: -5	G: 1	H: -0.6	I: 0	J: 1

> COc1ccc(-c2n[nH]c3c2CN(C(=O)c2ccc(F)cc2)CC3)cc1
  A: 5	B: -3	C: 1.0	D: -0.2	E: 2	F: 1	G: -4	H: 0.4	I: 1	J: 0

> O=C(O)c1cccc(-c2nnn(Cc3ccccc3Cl)n2)c1
  A: 4	B: -7	C: -1.5	D: 0.9	E: 10	F: -6	G: -6	H: -0.6	I: -5	J: 1

> Cc1ccc(C)c(NC(=O)CN(C)C(=O)c2ccc3[nH]c4c(c3c2)CC(C)CC4)c1 (stereo not drawn)
  A: 0	B: -1	C: -0.3	D: 0.8	E: 23	F: -1	G: -1	H: -0.3	I: 0	J: -1

> Cc1c(Cl)cccc1NC(=O)CNC(=O)C1CC(=O)N(C2CCCC2)C1 (stereo not drawn)
  A: 5	B: 0	C: 0.2	D: -1.2	E: -10	F: 13	G: -3	H: -0.4	I: -1	J: -2

> COC(=O)C[C@H]1C[C@H]2c3cc(NC(=O)C4CCC4)ccc3O[C@H]2[C@H](CO)O1
  A: 1	B: nt	C: -1.2	D: -1.1	E: -5	F: -3	G: 4	H: -0.5	I: -3	J: 4

> CNC(=S)NC12CC3CC(CC(C3)C1)C2
  A: 2	B: -2	C: 0.8	D: -0.6	E: 6	F: -4	G: -1	H: -0.4	I: 2	J: 0

> Nc1nnnn1/N=C/c1cccc(O)c1
  A: -6	B: 0	C: 3.4	D: -2.2	E: -6	F: -5	G: -8	H: -1.4	I: -2	J: 2

> COc1ccc(C2CC(c3cccc(Cl)c3)=NN2c2ccc(S(N)(=O)=O)cc2)cc1 (stereo not drawn)
  A: -3	B: -9	C: 0.3	D: 4.3	E: -3	F: 9	G: 0	H: -0.4	I: 0	J: -26

Looked up above:
`Nc1nnnn1/N=C/c1cccc(O)c1` in DNMT1 inh = 2
`O=[N+]([O-])c1ccc(CS(=O)(=O)c2ncn[nH]2)cc1` in LMPTP block = -0.9
`CC(=O)NCCC1CCN(C(=O)C2CCC(=O)N(C3CCCC3)C2)CC1` (stereo not drawn) in DNMT1 inh = 0
`CNC(=S)NC12CC3CC(CC(C3)C1)C2` in SUMO1 PPI mod = 2
`COc1ccc(-c2n[nH]c3c2CN(C(=O)c2ccc(F)cc2)CC3)cc1` in Tb MetRS inh = 0.4

(cont.)
Letters – A = SUMO1 PPI mod; B = Scp-1 inhibitor; C = MsrA inh; D = LMPTP block; E = CendR NRP1 mod; F = E coli Lon inh; G = MsrA act; H = Tb MetRS inh; I = STEP inh; J = DNMT1 inh
> O=C1N(c2ccccc2)c2ccccc2[C@]12C[C@H](O)CO2
  A: -1	B: nt	C: -0.2	D: -1.0	E: 6	F: nt	G: nt	H: -0.4	I: nt	J: nt

> O=C(CSc1nc(C2CC2)nc2ccccc12)Nc1ccc2c(c1)OCCO2
  A: -2	B: 0	C: 0.0	D: 1.1	E: -1	F: -4	G: -2	H: 0.2	I: 4	J: -6

> O=C(c1ccccc1)N(Cc1nc2ccccc2c(=O)[nH]1)C1CCCC1
  A: 1	B: 4	C: 0.0	D: -0.3	E: -1	F: -7	G: 1	H: -0.6	I: -3	J: -2

> COc1ccc(/C=C2\SC(=O)N(CCNC(=O)Cn3cnnn3)C2=O)cc1
  A: -23	B: 0	C: nt	D: 1.3	E: -6	F: -4	G: -5	H: -0.7	I: 15	J: -1

> Cc1cc(OCC(=O)OCC(=O)N(C)C2CCS(=O)(=O)C2)ccc1Cl (stereo not drawn)
  A: 0	B: 5	C: 1.0	D: -0.4	E: 1	F: -10	G: -1	H: -0.3	I: 1	J: 0

> Nc1nc(N)c(N=Nc2ccc(Cl)cc2)c(=O)[nH]1
  A: -17	B: -4	C: 3.4	D: 5.5	E: -2	F: -14	G: -6	H: 0.0	I: -2	J: 0

> O=C(Nc1ccc(Br)cc1F)c1sccc1-n1cccc1
  A: 4	B: -13	C: 0.1	D: 1.4	E: 13	F: -11	G: 0	H: -0.3	I: 2	J: 1

> COC(=O)c1ccc(NC(=O)CCN2C(=O)NC(C)(C)C2=O)cc1
  A: 6	B: -10	C: 0.0	D: 0.0	E: 4	F: -5	G: -3	H: -0.2	I: 0	J: 2

Compound activity deposited in PubChem BioAssay by several laboratories.
